# RmlCD inh 1536 – inhibitors of Mycobacterium tuberculosis RmlC and RmlD coupled enzymes | P9WH09+P9WH11 | RmlC+RmlD coupled enzyme assay, percent inhibition; primary screen in compound mixtures | inhibition, % at 3.6 µM | 160,000 tested, 0.03% active | AID 1533; in the data active = inhibition mostly above about 34%, no sharp cut-off; inconclusive = no clear call, values can overlap the other calls; inactive = mostly below about 22%; note: some results filed as inactive read as strong as hits
# Target sequence (P9WH09 whole entry, looked up): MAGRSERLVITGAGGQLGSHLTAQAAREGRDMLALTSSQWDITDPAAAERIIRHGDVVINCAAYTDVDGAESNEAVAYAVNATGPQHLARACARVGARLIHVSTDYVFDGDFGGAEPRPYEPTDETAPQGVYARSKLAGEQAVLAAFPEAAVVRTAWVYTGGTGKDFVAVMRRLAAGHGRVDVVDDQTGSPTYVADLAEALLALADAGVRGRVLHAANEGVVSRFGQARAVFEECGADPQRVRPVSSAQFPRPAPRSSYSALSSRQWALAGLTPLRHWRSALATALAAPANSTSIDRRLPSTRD
# Target sequence (P9WH11 whole entry, looked up): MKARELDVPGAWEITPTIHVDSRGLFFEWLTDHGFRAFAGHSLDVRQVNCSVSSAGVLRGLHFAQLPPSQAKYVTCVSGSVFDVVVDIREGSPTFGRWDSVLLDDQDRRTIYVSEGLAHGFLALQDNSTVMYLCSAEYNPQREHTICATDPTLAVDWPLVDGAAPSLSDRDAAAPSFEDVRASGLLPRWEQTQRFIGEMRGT
# GlmU inhibition – inhibition of mycobacterial GlmU enzyme – biochemical, glucosamine-1-phosphate acetyltransferase (AID 1376); M. tuberculosis GlmU acetyltransferase enzyme assay; higher % means a stronger effect; one-dose inhibition, %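 (tested at 30 µM in the primary screen)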; IC50 in µM for titrated hits; 220,000 tested, 0.25% active; in the data active = inhibition above about 13%; inconclusive = no clear call, values can overlap the other calls;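 note: 0% = complete reaction with vehicle and 100% = reaction without substrate; strong numbers were not always called active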
# Starred values were filed as active, the others as inactive; u = inconclusive; x = no result given.
SMILES,RmlCD inh 1536,GlmU inhibition
COc1ccc(NC(=O)CCSCCC(=O)Nc2ccc(OC)cc2OC)c(OC)c1,-13,7.1%
O=C(CC1SCCNC1=O)Nc1ccc(Cl)c(Cl)c1 (stereo unspecified),9,-1.4%
CCC(C)(C)NC(=O)C(c1ccc(C)o1)N(Cc1cccs1)C(=O)Cn1nnc2ccccc21 (stereo unspecified),x,-0.1%
S=C(NCc1cccnc1)Nc1ccc(Cl)c(Cl)c1,x,-7.4%
O=C(CCc1nc2ccccc2[nH]c1=O)OCc1ccc(S(=O)(=O)N2CCOCC2)cc1,-4,1.6%
CCOc1c2ccc(C(=O)NCc3cc(C(F)(F)F)cc(C(F)(F)F)c3)cc2nn1CCOC,x,-1.7%
O=C(Nc1ccccc1)OC1C2CCC1C(N1CCCCC1)CC2 (stereo unspecified),8,-0.1%
COc1cc(C)c(Cl)cc1S(=O)(=O)NCc1ccco1,16,-0.1%
CC1CN(C(=O)Nc2ccc3snnc3c2)c2ccccc21 (stereo unspecified),-8,-0.6%
COc1cc(OC)c(C(=O)Nc2cccc(C(C)=O)c2)cc1OC,4,1.1%
Cc1ccc(C2C=C(c3ccccc3OC(F)F)Nc3ncnn32)cc1 (stereo unspecified),u,x
CC(C)COP(=O)(OCC(C)C)C(O)c1cccnc1 (stereo unspecified),x,-0.4%
Cc1cc(Nc2ccccc2)n(CCC#N)n1,x,-2.2%
COc1cc(C(=O)N(Cc2cccnc2)Cc2cc3cc4c(cc3[nH]c2=O)OCCO4)cc(OC)c1OC,-7,4.8%
CC(=O)c1cccc(NS(=O)(=O)N(C)C)c1,7,-0.7%
Cc1nnc(SCC(=O)N2c3ccccc3Sc3ccccc32)n1N,0,-2.3%
CCOCCCNC(=O)Cc1ccc(Br)cc1,-6,-5.5%
CN(C)c1ccc(NC(=O)CN2CCN(S(=O)(=O)c3cc(Cl)ccc3Cl)CC2)cc1,-1,-0.3%
O=C(CCn1nc(-c2ccc(Cl)cc2)ccc1=O)NCc1ccccn1,x,-1.9%
COc1cc(OC)c2cc[nH]c2c1,x,3.7%

# In another format: results already given.
smiles	RmlCD inh 1536	GlmU inhibition
Cc1nnc(SCC(=O)N2c3ccccc3Sc3ccccc32)n1N	0	-2.3%
COc1cc(C(=O)N(Cc2cccnc2)Cc2cc3cc4c(cc3[nH]c2=O)OCCO4)cc(OC)c1OC	-7	4.8%
S=C(NCc1cccnc1)Nc1ccc(Cl)c(Cl)c1	x	-7.4%
O=C(CCc1nc2ccccc2[nH]c1=O)OCc1ccc(S(=O)(=O)N2CCOCC2)cc1	-4	1.6%

# New compounds follow.
SMILES,RmlCD inh 1536,GlmU inhibition
Cc1cnc(C)c(N2CCN(Cc3nc(-c4cccc(F)c4F)oc3C)CC2)n1,2,5.8%
COc1cccc(/C=N/NC(=O)C(C)n2nnc3ccccc32)c1 (stereo unspecified),20,1.2%
CCC/S(C)=N/S(=O)(=O)c1ccc(C)cc1 (stereo unspecified),x,-3.4%
CCOC(=O)c1[nH]c(C)c(C(=O)N2CCN(c3ccc(F)cc3)CC2)c1C,x,-0.7%
CN1C[C@H](CO)C=C2c3cccc4[nH]cc(c34)C[C@H]21,-3,x
Cc1cccc(-c2nc3ccccc3c(=O)n2NC(=S)N(C)C)c1,10,-1.9%
CC(Sc1nnc2ccccn12)C(=O)Nc1ncc(Cl)cc1Cl (stereo unspecified),13,x
CC(=O)c1cccc(NC(=O)c2ccc(Br)o2)c1,x,-4.9%
CC(C)N1C/C(=C/c2ccsc2)C(=O)/C(=C/c2ccsc2)C1,1,2.7%
CCOC(=O)[C@@H]1C(c2c(OC)cc(OC)cc2OC)=NO[C@@H]1C(=O)OCC,6,1.9%
COC(=O)COc1ccc(S(=O)(=O)Nc2cc([N+](=O)[O-])ccc2C)cc1,-6,-2.1%
Cc1ccc(C(=O)OCCN2CCN(c3ncc(C(F)(F)F)cc3Cl)CC2)cc1,x,-1.8%
Clc1ccc(SCCn2ccnc2)cc1,x,6.6%
O=C(CN1C(=O)COc2ccc(Cl)cc21)N1CCc2ccccc21,8,0.5%
O=C(Nc1ccc(OC(F)(F)F)cc1)Oc1ccccc1N1CCOCC1,-6,0.8%
CCN(C(=O)C1CCN(S(=O)(=O)c2ccc3c(c2)oc(=O)n3C)CC1)c1cccc(C)c1,-6,-1.4%
CCOC(=O)C(CC)Sc1nc2c(c(=O)[nH]c(=O)n2C)n1C/C=C(/C)Cl (stereo unspecified),13,3.4%
CCOC(=O)c1[nH]c(C)c(C(=O)N2CCN(c3ccccc3)CC2)c1C,-8,1.8%
CCCCC(C(=O)OCC)C(N)Cc1ccc(F)cc1 (stereo unspecified),25,2.4%
CCN=C1S/C(=C\c2ccc(OCC)c(OC)c2)C(=O)N1CC,-10,-4.3%

# Reformatted: entries from further up.
# Below each SMILES – RmlCD inh 1536	GlmU inhibition
- O=C(CN1C(=O)COc2ccc(Cl)cc21)N1CCc2ccccc21
 : 8	0.5%
- CC(=O)c1cccc(NC(=O)c2ccc(Br)o2)c1
 : x	-4.9%
- CC(C)N1C/C(=C/c2ccsc2)C(=O)/C(=C/c2ccsc2)C1
 : 1	2.7%
- CC(Sc1nnc2ccccn12)C(=O)Nc1ncc(Cl)cc1Cl (stereo unspecified)
 : 13	x
- CCOC(=O)c1[nH]c(C)c(C(=O)N2CCN(c3ccc(F)cc3)CC2)c1C
 : x	-0.7%
- Cc1ccc(C(=O)OCCN2CCN(c3ncc(C(F)(F)F)cc3Cl)CC2)cc1
 : x	-1.8%

# Continuation.
SMILES,RmlCD inh 1536,GlmU inhibition
Cn1c(N)c(C(=O)COC(=O)CCCc2nc3ccccc3s2)c(=O)n(C)c1=O,8,-0.9%
NC(=O)COC(=O)C(Cc1ccccc1)NS(=O)(=O)c1ccccc1F (stereo unspecified),x,-6.6%
Cc1c(C(=O)Nc2ccc(Cl)cc2)c2ccccn2c1C(=O)c1ccccc1,u,5.0%
CCn1cc(/C=N\NC(=O)c2c[nH]c3ccccc23)c(C)n1,x,0.2%
CCn1c(=O)c2ccccc2n2c(SCC(=O)N3CCCc4ccccc43)nnc12,4,-3.3%
Cc1cc(S(=O)(=O)NCCc2ccccc2)c(C)s1,x,2.0%
CCCC(=O)NC(c1ccccc1OC)c1ccc2cccnc2c1O (stereo unspecified),-3,-7.2%
O=C1CCc2cc(S(=O)(=O)N3CCC(C(=O)NCc4ccccn4)CC3)ccc2N1,11,6.5%
Cn1c(SCC(=O)NCc2ccc3c(c2)OCO3)nnc1-c1c[nH]c2ccccc12,-8,-0.2%
CC1(C)CC(=O)C2=C(C1)OC1=C(C2)C(=O)CC(C)(C)C1,3,7.2%
O=C(c1cc(Sc2ccc(Cl)cc2)nc2ccccc12)N1CCN(c2ccccn2)CC1,7,-8.2%
O=C(NCc1ccccc1Cl)c1csc2c1CCCCC2,6,-0.3%
COc1ccc(NC(=O)CN2CCN(CC(=O)Nc3ccccc3Cl)CC2)c(OC)c1,-4,1.9%
Cc1ccc(CNC(=O)c2ccccc2SCC(=O)NCC2CCCCC2)cc1,10,-3.1%
O=c1[nH]c(NC2CCCCC2)c([N+](=O)[O-])c(=O)[nH]1,2,6.5%
CCc1nnc(NC(=O)CSc2nnc(-c3ccccc3O)n2-c2ccc(C)cc2)s1,x,1.6%
Cc1ccc(N(C(C)C(=O)O)S(=O)(=O)c2c(C)n[nH]c2C)cc1 (stereo unspecified),0,-0.5%
CN(CCc1ccccn1)C(=O)CN(C)S(=O)(=O)c1ccc2c(c1)c(=O)n(C)c(=O)n2C,4,-2.8%
Cc1ccc(NC(=O)Cn2cnc3cc([N+](=O)[O-])ccc3c2=O)cc1,13,2.8%
COc1ccccc1/C=N/NC(=O)c1ccc(N(C)S(=O)(=O)c2ccccc2)cc1,-8,1.0%
CC(C)[C@H](NC(=O)OC(C)(C)C)c1nnc(SCc2cccc(F)c2)o1,-9,2.9%
O=C(CCCCl)Oc1ccc2cc(-c3ccc4ccccc4n3)c(=O)oc2c1,x,2.8%
O=C(c1cc(COc2ccc(F)cc2Cl)on1)N1CCC(OCc2cccnc2)CC1,x,-5.0%
Cc1ccc(NC(=S)Nc2ccc3cn[nH]c3c2)cc1,-8,-5.2%
COc1ccccc1N1CCN(c2ccc(N3C(=O)CCC3=O)cc2[N+](=O)[O-])CC1,-9,0.9%
CCOC(=O)NC(=O)/C(C#N)=C\NNc1ncc(C(F)(F)F)cc1Cl,-9,-5.3%
COc1cc(OC)c(NC(=S)Nc2cccc(C)c2)cc1Cl,47,1.6%
CC(=O)Nc1ccc(S(=O)(=O)NCC2CCC(C(=O)NC(C)c3ccc4c(c3)OCCO4)CC2)cc1 (stereo unspecified),5,-2.1%
CC1=C(C(=O)Nc2ccccc2)C(c2ccc(O)cc2)N2C(=O)CSC2=N1 (stereo unspecified),2,3.9%
COC(=O)c1c(CCl)noc1C(=O)NC(C)C,-10,0.6%
COc1ccc(Cc2nnc(-c3cccc(C)c3)o2)cc1OC,-8,2.6%
Oc1ccc(-c2csc(Nc3ncccn3)n2)c(O)c1,5,1.3%
COc1cc2nc(NCCCN3CCN(C)CC3)n3nc(-c4ccccc4)nc3c2cc1OC,-5,-9.4%
CCOc1ccc(OCC(=O)Nc2ccc(S(=O)(=O)Nc3cc(C)nc(C)n3)cc2)cc1,x,4.3%
Cc1cccc(N(CC(=O)NCc2ccco2)C(=O)CCC(=O)Nc2ccccn2)c1,x,1.1%
CCCCCCCCCCSc1n[nH]c(N)n1,17,-8.3%
CCN(CC)C(=O)CSc1ccccc1N,4,2.6%
CCOC(=O)c1csc(NC(=O)c2ccc(C#N)cc2)n1,9,-1.9%
Cc1noc(C)c1C(=O)NCCc1ccc(Cl)cc1,0,-0.5%
O=C(c1cccc([N+](=O)[O-])c1)N1CCN(Cc2ccc3c(c2)OCO3)CC1,-5,3.5%

# Arranged by count of non-hydrogen atoms (smallest number first): part of the list above
SMILES,RmlCD inh 1536,GlmU inhibition
CCN(CC)C(=O)CSc1ccccc1N,4,2.6%
O=C(CC1SCCNC1=O)Nc1ccc(Cl)c(Cl)c1 (stereo unspecified),9,-1.4%
CCOc1c2ccc(C(=O)NCc3cc(C(F)(F)F)cc(C(F)(F)F)c3)cc2nn1CCOC,x,-1.7%

# Following part:
SMILES,RmlCD inh 1536,GlmU inhibition
Cc1nn(-c2ccccc2)c2nc(-c3ccccc3)cc(C(=O)N3CCOCC3)c12,6,1.9%
O=C(Nc1ccc2ccccc2c1)[C@@H]1C[C@H]1[C@@H](NP(=O)(c1ccccc1)c1ccccc1)c1ccccc1,x,0.6%
Cc1ccc(Oc2c(CO)c(-c3ccccc3)nn2C)cc1,x,-0.6%
O=[n+]1cc(-c2ccccc2)n([O-])c2c1CCCCC2,19,-0.2%
O=C(CCn1cccc1)NCc1ccc2c(c1)OCO2,x,-0.5%
Cc1c(C(=O)Nc2cccc3cccnc23)oc2ccccc12,x,1.0%
Cc1c(CCC(=O)O)c(=O)oc2cc3oc4c(c3cc12)CCCC4,-7,3.5%
Cc1cc(OCCCC(=O)NC2=NCCS2)ccc1Cl,x,-5.0%
Cc1c(NC(=O)COC(=O)C2(c3ccc(F)cc3)CCCC2)c(=O)n(-c2ccccc2)n1C,4,-2.3%
COc1cccc2c(=O)n(CC(=O)Nc3ccccc3)ccc12,-4,-0.6%
COC(=O)CSc1nsc(SCC(=O)OC)c1C#N,26,1.0%
COc1cc([N+](=O)[O-])ccc1NC(=O)CCCOc1cccc(C)c1C,x,4.5%
CC1CN(S(=O)(=O)c2ccc(C(=O)Nc3nnc(-c4ccccn4)o3)cc2)CC(C)O1 (stereo unspecified),15,0.8%
O=C(CCCCCn1c(=S)[nH]c2cc3c(cc2c1=O)OCO3)N1CCN(C(=O)c2ccco2)CC1,7,-1.7%
CCOC(=O)C1=C(C)N(C)C(C)=C(C(=O)OCC)C1c1ccccn1,-6,4.0%
CC(C)C(NCc1c(Cl)cccc1Cl)C(=O)O (stereo unspecified),0,0.7%
CCCSc1nnc2n(-c3ccccc3OC)c(=O)c3c4c(sc3n12)CCC4,x,-6.8%
CCN(CC)S(=O)(=O)c1ccc2c(c1)c(=O)c(C(=O)NCCN(C)CCc1ccccc1)cn2C,3,-1.2%
CCCCn1c(Oc2ccc(C(=O)OC)cc2)nc2c1c(=O)n(C)c(=O)n2C,x,1.3%
CCCCOc1ccc(C(=O)N/C(=C/c2cccc([N+](=O)[O-])c2)C(=O)O)cc1,9,-1.4%
Cc1nn(-c2ccccc2)c(Cl)c1C(=O)NC1CCCCC1,-84,8.0%
Cc1sc(=NC(=O)c2ccco2)n(C)c1-c1ccc(Cl)cc1,-10,3.5%
Cc1ccc(OCC(=O)N2CCCc3ccccc32)cc1,-5,-2.8%
COCc1nnc(NC(=O)CCCCCN2C(=O)c3ccccc3C2=O)s1,-9,-2.9%
O=C(O)C1C2CCC(O2)C1C(=O)Nc1cccc(F)c1 (stereo unspecified),x,7.5%
O=C(NC1CCCC1)C1C2C=CC(C2)C1C(=O)N1CCOCC1 (stereo unspecified),x,1.9%
COc1ccccc1N1CCN(C(=O)c2ccc3nc(-c4ccco4)c(-c4ccco4)nc3c2)CC1,x,3.5%
CCC(=O)N1CCN(c2ccc(Cl)cc2NC(=O)c2ccc(Br)o2)CC1,x,0.0%
Cc1onc(-c2ccccc2Cl)c1C(=O)NC(=S)NCc1cccnc1,x,-3.8%
CCOC(=O)c1cccc(NC(=O)CCn2nnc3ccccc32)c1,-8,2.4%
O=C(O)CS(=O)(=O)CC(=O)NCc1cccc(C(F)(F)F)c1,18,-2.5%
N/C(=N\OC(=O)c1ccc(Cl)cc1Cl)c1ccc(Cl)cc1,x,0.1%
COC(=O)c1c(N)sc(Cc2ccccc2)c1C,-6,6.5%
Cc1cc(C)n(-c2cc(N3CCN(S(=O)(=O)c4ccc5ccccc5c4)CC3)ccc2[N+](=O)[O-])n1,-4,8.1%
CCCCNC(=O)CN(c1ccc(Cl)c(Cl)c1)S(C)(=O)=O,-7,2.4%
Cc1nn2c(NCC(C)C)c3c(nc2c1-c1ccccc1)CCC3,u,7.9%

# Some of the compounds tested; the hit share may differ from the screen's.
